# From PubChem BioAssay
# M4 ag: agonists of human muscarinic M4 receptor (CHRM4) | actives 0.14% (n = 360,000) | CHO-K1 hM4/Gqi5, Fluo-8 calcium fluorescence; vehicle 0%, full acetylcholine response 100% | P08173 | AID 624127 | activation, % at 3 µM;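 active = activation above the run mean over all test wells plus 3 SD, cut at about 32% in these data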;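 note: peak over basal fluorescence ratio per well then scaled between controls; 0% = DMSO wells and 100% = acetylcholine at EC100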
# CHRM4 antagonist: antagonists of human muscarinic M4 receptor (CHRM4) | CHO-hM4 cells, ACh EC80, Fluo-8 calcium fluorescence | inhibition, % at 3 µM | actives 0.73% (n = 360,000) | AID 624125;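 active = inhibition above its plate's cutoff, the mean inhibition of sample wells plus 3 SD, cut at about 27% in these data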;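 note: 0% = acetylcholine EC80 with DMSO and 100% = DMSO without agonist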
# M1 PAM: positive allosteric modulators of human M1 muscarinic receptor; P11229; CHO-K1 hM1, Fluo-8 calcium fluorescence, ACh EC20; 0% = ACh EC20, 100% = maximal ACh; activation, % at 3 µM; actives 0.088% (n = 360,000); in the data active = activation above about 19%, passing the limit was not always enough
# Target sequence (P11229 whole entry, looked up): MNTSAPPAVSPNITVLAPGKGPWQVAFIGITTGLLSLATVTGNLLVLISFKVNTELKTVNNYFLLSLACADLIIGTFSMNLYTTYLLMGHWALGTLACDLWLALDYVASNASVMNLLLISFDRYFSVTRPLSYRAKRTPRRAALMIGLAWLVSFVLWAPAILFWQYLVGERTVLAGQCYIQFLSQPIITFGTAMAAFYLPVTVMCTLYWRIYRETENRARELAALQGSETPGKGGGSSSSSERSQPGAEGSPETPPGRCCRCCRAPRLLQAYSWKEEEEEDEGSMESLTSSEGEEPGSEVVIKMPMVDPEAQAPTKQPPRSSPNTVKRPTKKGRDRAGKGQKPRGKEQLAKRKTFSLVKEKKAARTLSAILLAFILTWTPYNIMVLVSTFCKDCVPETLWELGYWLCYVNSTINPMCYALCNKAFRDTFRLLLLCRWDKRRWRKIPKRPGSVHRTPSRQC
# CHRM1 antagonist: antagonists of human M1 muscarinic receptor. P11229. CHO-K1 hM1, Fluo-8 calcium fluorescence, ACh EC80 antagonist. inhibition, % at 3 µM. actives 1.3% (n = 360,000);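 active = percent inhibition above its own plate's cutoff, namely the mean of that plate's compound wells plus 3 SD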;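 note: peak over basal fluorescence ratio during 140 s after agonist addition; 0% = ACh EC80 plus DMSO and 100% = DMSO alone without agonist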
# CHRM5 agonist: CHRM5 agonism in calcium assay; P08912; CHO-K1 hM5 cells, Fluo-8 calcium fluorescence; 0% DMSO wells, 100% maximal acetylcholine response; activation, % at 3 µM; actives 0.19% (n = 360,000);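 active = activation above the run's mean over test compounds plus 3 SD, cut at about 23% in these data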;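 note: signal is peak over basal fluorescence ratio across the kinetic read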
# Target sequence (P08912 whole entry, looked up): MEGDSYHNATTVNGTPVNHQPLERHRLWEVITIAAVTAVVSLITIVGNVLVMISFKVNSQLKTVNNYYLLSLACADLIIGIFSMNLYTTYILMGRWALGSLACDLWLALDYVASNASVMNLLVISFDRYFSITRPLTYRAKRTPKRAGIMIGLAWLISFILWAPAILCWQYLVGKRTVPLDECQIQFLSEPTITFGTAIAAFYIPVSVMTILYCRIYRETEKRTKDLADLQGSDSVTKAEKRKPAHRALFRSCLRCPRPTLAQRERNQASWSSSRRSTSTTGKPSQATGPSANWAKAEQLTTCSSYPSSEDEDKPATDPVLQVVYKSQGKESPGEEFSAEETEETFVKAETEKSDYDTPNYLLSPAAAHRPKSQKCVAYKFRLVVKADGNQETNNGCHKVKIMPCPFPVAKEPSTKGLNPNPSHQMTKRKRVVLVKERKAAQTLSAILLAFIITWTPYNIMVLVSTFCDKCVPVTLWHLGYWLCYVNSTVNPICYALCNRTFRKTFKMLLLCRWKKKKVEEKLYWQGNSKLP
# TAAR1 ag: human TAAR1 agonism | actives 0.99% (n = 360,000) | CHO RD-HGA16 TAAR1, Fluo-8 calcium fluorescence; vehicle wells 0%, saturating PEA agonist 100% | Q96RJ0 | activation, % at 3 µM;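 active = activation above the mean activation of all test compounds in the run plus 3 SD, cut at about 38% in these data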
#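 Benchmarks: low control DMSO, high control PEA (EC100); System: CHO RD-HGA16 cells carrying human TAAR1 plus Gα16; Detection: Fluo-8 fluorescence, 5 s baseline then 140 s kinetic read; Schedule: 17-24 h plating, Fluo-8 75 min 37 °C, 30 min RT; Read-out basis: % activation from peak over basal fluorescence ratio, DMSO-to-PEA scaled.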
# CHRM1 agonist: human M1 muscarinic receptor agonism. activation, % at 3 µM. actives 0.33% (n = 360,000). CHO-K1 hM1, Fluo-8 calcium fluorescence, agonist mode; 0% DMSO, 100% acetylcholine EC100. P11229;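 active = activation above the run's mean compound activation plus 3 SD, cut at about 16% in these data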;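 note: peak over basal fluorescence ratio within a 140 s kinetic read after compound addition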
# CHRM5 PAM: CHRM5 positive allosteric modulation. AID 624038. activation, % at 3 µM. CHO-K1 hM5, Fluo-8 calcium, ACh EC20 PAM; 0% = ACh EC20, 100% = ACh EC100. actives 0.3% (n = 360,000). P08912;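 active = activation above the run cutoff, the mean activation of all test compounds plus 3 SD, cut at about 18% in these data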
#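 Measured by: Fluo-8 calcium fluorescence; material: human M5 receptor in CHO-K1 cells; schedule: Post-acetylcholine fluorescence recording 140 s; benchmarks: low control EC20 acetylcholine (0%), high control EC100 acetylcholine (100%); read-out: Max/basal fluorescence ratio as % of EC20–EC100 ACh window; compound: single dose, 3 µM nominal final test concentration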
# M5 antag: CHRM5 antagonism in calcium assay; P08912; CHO-hM5 cells, Fluo-8 calcium fluorescence, ACh EC80; inhibition, % at 3 µM; actives 0.59% (n = 360,000);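 active = inhibition above a per-plate cutoff, the mean of that plate's test compounds plus 3 SD, cut at about 27% in these data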;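 note: 0% = acetylcholine EC80 with DMSO and 100% = DMSO without agonist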
# Active calls of the source: *; . = not tested or not shown. Not all compounds are listed; the hit share may differ from the screen's.
Compound,M4 ag,CHRM4 antagonist,M1 PAM,CHRM1 antagonist,CHRM5 agonist,TAAR1 ag,CHRM1 agonist,CHRM5 PAM,M5 antag
CCc1nnc(SCC(=O)NCCC2=CCCCC2)nc1CC,0,-1,-3,3,-3,0,-5,-3,6
COc1ccc(CNS(=O)(=O)c2ccc(NC(=O)N3CCCCC3)cc2)cc1,12,7,-15,33*,3,5,1,-2,-3
Cc1ccc(Nc2c(-c3ccccn3)nc3cc(C)ccn23)cc1,-2,5,1,-25,-9,-2,0,-3,2
CC(=O)c1c(C)[nH]c(C(=O)OCn2nnc3ccccc3c2=O)c1C,2,7,-2,-2,-6,28,0,-5,-5
CCCn1nc2cc(C(=O)NCc3ccc(C)cc3)ccc2c1OC,0,-4,2,-1,-1,9,-6,1,10
c1ccc(CSc2nnc(-c3ccco3)n2Cc2ccccc2)cc1,0,13,8,-37,-6,11,-5,3,4
CC(=O)c1ccc(OCc2cc(C(=O)N3CCCCCCC3)no2)cc1,14,-9,8,0,5,5,3,-8,6
COc1ccc2c(c1)CC/C(=C\C=C\c1ccccc1OC)C2=O,2,-4,11,-8,0,5,-3,0,-4

# Continued, starting with the last 2 of the part before.
Compound,M4 ag,CHRM4 antagonist,M1 PAM,CHRM1 antagonist,CHRM5 agonist,TAAR1 ag,CHRM1 agonist,CHRM5 PAM,M5 antag
CC(=O)c1ccc(OCc2cc(C(=O)N3CCCCCCC3)no2)cc1,14,-9,8,0,5,5,3,-8,6
COc1ccc2c(c1)CC/C(=C\C=C\c1ccccc1OC)C2=O,2,-4,11,-8,0,5,-3,0,-4
O=C(CCC(=O)OCc1ccc([N+](=O)[O-])cc1)Nc1ccccc1Cl,1,-1,7,-3,0,9,-7,2,3
CCOC(=O)C1(CCOc2ccccc2)CCN(Cc2cccc(-n3cccn3)c2)CC1,8,-1,-11,15,-7,3,-3,-18,27
O=c1[nH]c(/C=C/c2cccc3ccccc23)nc2ccccc12,0,1,10,-14,-6,1,-4,1,3
Cc1ccccc1CN(c1ccc(C(=O)Nc2ccccc2C(=O)N2CCCC2)cc1)S(C)(=O)=O,3,7,6,-3,3,5,-2,-3,4
COCCN(C(=O)COC(=O)Cc1cccc(OC)c1)c1c(N)n(Cc2ccccc2)c(=O)[nH]c1=O,0,-13,17,-10,-1,1,0,1,-5
COc1cccc2cc(C(=O)NCCc3ccccc3)c(=O)oc12,1,-1,13,-7,-2,1,-3,0,8
CCOC(=O)C1CCN(C(=O)CN2C(=O)COc3ccc(C(C)(C)C)cc32)CC1,6,-5,2,-2,1,2,-1,-7,17
CC1(C)CC(=O)C2=C(C1)NCN(Cc1ccc3c(c1)OCO3)C2,1,0,4,-10,-6,8,-6,1,7

# Single records (already shown). Values in the order: M4 ag | CHRM4 antagonist | M1 PAM | CHRM1 antagonist | CHRM5 agonist | TAAR1 ag | CHRM1 agonist | CHRM5 PAM | M5 antag
# `CCOC(=O)C1CCN(C(=O)CN2C(=O)COc3ccc(C(C)(C)C)cc32)CC1` is entered as 6 | -5 | 2 | -2 | 1 | 2 | -1 | -7 | 17
# `COCCN(C(=O)COC(=O)Cc1cccc(OC)c1)c1c(N)n(Cc2ccccc2)c(=O)[nH]c1=O` is entered as 0 | -13 | 17 | -10 | -1 | 1 | 0 | 1 | -5

# (list continues)
Compound,M4 ag,CHRM4 antagonist,M1 PAM,CHRM1 antagonist,CHRM5 agonist,TAAR1 ag,CHRM1 agonist,CHRM5 PAM,M5 antag
COc1ccc(C2C(C(C)=O)=C(O)C(=O)N2c2ccc(Br)cc2)cc1 (stereo not drawn),0,4,9,-7,10,3,5,12,-1
O=C(NCCCN1CCOCC1)C1CCN(S(=O)(=O)c2ccccc2)CC1,2,-2,11,-12,0,1,-7,0,0
CCOc1cc(/C=C/c2cc(C(=O)O)c3ccccc3n2)ccc1O,1,7,5,-9,-1,0,-3,0,2
COc1ccc(OC)c(C2=NOC(C(=O)Nc3c(C)n(C)n(-c4ccccc4)c3=O)C2)c1 (stereo not drawn),0,3,0,4,-2,0,-4,-3,4
CCOC(=O)C(=O)CC(=O)c1ccc2c(c1)OCCO2,0,-2,1,4,0,-1,-5,0,8
CC1(C(=O)NCc2cccnc2)CCN1C(=O)c1cccc(F)c1 (stereo not drawn),0,-8,-5,12,0,5,-3,0,7
N#Cc1ccc(CSc2nnc(-c3cccnc3)o2)cc1,0,10,8,-7,-3,6,-4,3,6
C[C@H]1CN=C2N(CCNC(=O)CCC3CCCCC3)[C@H](Cc3ccc(O)cc3)CN21,3,7,-7,6,-12,11,-13,4,5

# 2 records drawn at random from those above, as already listed:
Compound,M4 ag,CHRM4 antagonist,M1 PAM,CHRM1 antagonist,CHRM5 agonist,TAAR1 ag,CHRM1 agonist,CHRM5 PAM,M5 antag
CC(=O)c1c(C)[nH]c(C(=O)OCn2nnc3ccccc3c2=O)c1C,2,7,-2,-2,-6,28,0,-5,-5
COc1cccc2cc(C(=O)NCCc3ccccc3)c(=O)oc12,1,-1,13,-7,-2,1,-3,0,8

# More compounds
Compound,M4 ag,CHRM4 antagonist,M1 PAM,CHRM1 antagonist,CHRM5 agonist,TAAR1 ag,CHRM1 agonist,CHRM5 PAM,M5 antag
COC(=O)CC1=C(C)C(=O)CC2C(C)(C)CCCC12C (stereo not drawn),-1,3,7,-27,-1,28,-5,-3,8
COc1ccc(C(=O)NC(=S)N2CCN(c3ccccc3OC)CC2)cc1,3,-18,20,-13,-5,-4,-2,1,3
COc1ccc(CNC(=O)c2ccc3c(=O)n(CCCN4CCCC4=O)c(=S)[nH]c3c2)cc1,0,5,2,5,0,3,3,-5,9
COc1ccc(C(=O)OCC(=O)Nc2cc(C)on2)cc1S(=O)(=O)N1CCOCC1,1,-2,8,-34,-1,11,-1,1,-1
Cc1cc(C)c2cc(C#N)c(NCCNC(=O)c3ccccn3)nc2c1,0,0,.,.,-1,-3,.,-5,15
CCC(C)(C)NC(=O)C(c1cccn1C)N(Cc1ccccc1)C(=O)Cn1nnc2ccccc21 (stereo not drawn),0,17,3,-5,2,7,-3,-5,2
CC(OC(=O)c1oc2ccccc2c1CSC1CCCCC1)C(=O)NC(N)=O (stereo not drawn),-1,-3,-3,4,-1,-1,-4,-4,4
COc1ccc(CCNC(=O)C2CCN(S(=O)(=O)c3ccc(F)cc3)CC2)cc1,1,2,15,-12,1,2,0,6,-4
Cc1ccn(CCC(=O)O)n1,0,1,6,-4,3,0,-2,3,-1
O=C(Nc1ccc2c(c1)OCCO2)C(C1CC1)N1CCN(C/C=C/c2ccccc2)CC1 (stereo not drawn),3,-1,-6,-14,-5,0,-5,-3,-2
COc1cc(C)c(C(C)C)cc1S(=O)(=O)NC1CC(C)(C)NC(C)(C)C1,0,3,1,-2,-3,1,-5,3,-4
CCC(=O)Nc1ccc(S(=O)(=O)Nc2ncccn2)cc1,0,-2,-2,11,1,5,-3,-4,-3
CCC(c1nnnn1-c1ccc2c(c1)OCCO2)N1CCN(c2ccc(OC)cc2)CC1 (stereo not drawn),15,-16,.,.,7,5,.,-9,7
O=C(CC(C(=O)O)c1ccc(Cl)cc1Cl)c1ccc(Cl)cc1 (stereo not drawn),0,-1,4,-3,-4,-1,-6,2,1
COCCNC(=O)C1CCC(=O)N(c2ccc(OC)cc2)C1c1ccc(OC)c(OC)c1 (stereo not drawn),-1,-6,14,-15,-7,7,1,15,3
CCCOc1cccc(C2C(C(=O)c3ccco3)=C(O)C(=O)N2c2nnc(C)s2)c1 (stereo not drawn),23,-6,4,-7,9,2,1,-5,3
COc1ccc(S(=O)(=O)NCC(=O)Nc2ccc(F)cc2)cc1,1,8,-8,11,0,2,-2,-1,3
CC(=O)c1ccc(Cc2ccc(C(C)=O)s2)s1,0,1,10,-14,-7,-1,-2,-4,9
Cc1ccc(CON=C2CCN(c3ncc(C(F)(F)F)cc3Cl)CC2)cc1,1,-14,5,-4,2,0,-5,-2,-12
CC(NC(=O)c1ccc(=O)oc1)c1ccccc1 (stereo not drawn),1,7,5,-7,1,4,-4,0,1
COc1ccc(OC)c(NC(=S)NCc2ccccc2OC)c1,1,3,8,-11,-1,-2,-9,4,0
CN(C)c1ccc(-c2noc(C3CCN(S(=O)(=O)c4cccc(Cl)c4)CC3)n2)cc1,1,-4,9,-8,1,5,1,-1,-1
CCN(CCCNC(=O)c1[nH]c(C)c(C(C)=O)c1C)c1cccc(C)c1,7,-8,2,-25,2,14,0,1,-2
N#C/C(=N\O)c1nc2ccccc2[nH]1,1,-2,-3,5,2,0,-2,0,3

# CHRM1 antagonist: hit marks shown above.
Compound,M4 ag,CHRM4 antagonist,M1 PAM,CHRM1 antagonist,CHRM5 agonist,TAAR1 ag,CHRM1 agonist,CHRM5 PAM,M5 antag
COc1ccc(CNS(=O)(=O)c2ccc(NC(=O)N3CCCCC3)cc2)cc1,12,7,-15,33*,3,5,1,-2,-3

# New compounds follow.
Compound,M4 ag,CHRM4 antagonist,M1 PAM,CHRM1 antagonist,CHRM5 agonist,TAAR1 ag,CHRM1 agonist,CHRM5 PAM,M5 antag
O=C(Nc1nc2c(F)cccc2s1)C1CC1,1,-2,4,-12,-1,2,-6,-3,-6
Cc1cc(NC(=O)CSc2nc3c(c(-c4cccnc4)c2C#N)CCC3)no1,-1,-7,10,-17,1,-1,-2,1,-4
COCCCNC(=O)CC(NS(=O)(=O)c1ccc(Cl)cc1)c1ccc(OC)cc1 (stereo not drawn),0,3,13,-4,2,14,3,-4,3
O=C1NC(c2ccc(Br)cc2)Nc2sc3c(c21)CCC3 (stereo not drawn),0,-9,4,-3,-2,6,-3,6,-8
CCN(C[C@H]1N[C@@](Cc2ccccc2)(C(=O)OC)[C@H]2C(=O)N(Cc3ccccc3)C(=O)[C@@H]12)S(=O)(=O)c1ccc(F)cc1,2,-6,-1,-4,1,4,-2,-8,6
CC(C)(C)c1ccc(OCCC(=O)NNC(=O)c2ccncc2)cc1,2,-1,13,7,0,9,12,3,2
CCOC(=O)[C@@H](NC(=O)/C=C/[C@H]1O[C@@H](n2ccc(=O)[nH]c2=O)[C@H](O)[C@@H]1O)C(C)C,0,-5,-1,-14,1,0,-2,-3,-3
COc1cccc(CC(=O)N2CCC(n3nccc3NC(=O)C3CCOC3)CC2)c1 (stereo not drawn),0,2,4,-1,-4,1,-2,-1,0
